Pin1 inh: human Pin1 inhibition. Pin1 FP peptide displacement, HiFluor488, 10 min. Potency, µM (series often up to 115 µM), inactives show at the highest dose activity, negative = inhibition, most hits filed as inhibitors. 0.009% of 390,000 active. AID 504891; active means well fitted inhibition curve with a large enough effect in the polarisation, with a control signal flat, not every such curve was filed as active; inconclusive means small, poorly fitted or top-dose-only effect, or effect the other way, or a change in a side signal; inactive means no such curve, though single readings can be large or run the other way; the % refers to the polarisation; further: on the % scale 0 is the no-effect control and ±100 the full control effect
HP1b chromo inh: blocks HP1-beta chromodomain binding to methylated histone tails; P83916; AlphaScreen HP1-beta / biotin-H3K9me3 peptide binding; Potency, µM (doses to about 114 µM), inactives show top-dose activity change, negative = inhibition, actives largely listed as inhibitors; 0.56% of 390,000 active; AID 540317; further: nearly all actives have a fitted effect of over 70% in size; inactives centre near 23
Target sequence (P83916 whole entry, looked up): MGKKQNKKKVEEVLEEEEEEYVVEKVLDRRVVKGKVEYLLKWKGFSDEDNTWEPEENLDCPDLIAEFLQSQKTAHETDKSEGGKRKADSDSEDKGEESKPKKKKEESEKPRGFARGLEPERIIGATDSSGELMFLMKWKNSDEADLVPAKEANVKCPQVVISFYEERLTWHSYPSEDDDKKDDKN
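Compound inhibition of the preformed complex between 50 nM HP1-beta and 50 nM biotinylated H3K9me3 peptide was read by AlphaScreen. Buffer was PBS pH 7.4 with 0.01% Tween-20. Incubations ran 30 min at room temperature, with 10 ug/mL donor/acceptor beads.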
ERG Ets-DNA blk: inhibitors of human ERG Ets domain-DNA interaction; P11308; fluorescence polarization, His-ERG Ets domain / labelled DNA; Potency, µM (titrated, usually from 76.9 µM), without a hit: at the highest dose FP activity, negative = inhibition, most hits filed as inhibitors; 0.028% of 370,000 active; active means well fitted inhibition curve with a large enough effect in the polarisation, with a control signal flat; inconclusive means small, poorly fitted or top-dose-only effect, or effect the other way, or a change in a side signal; inactive means no such curve, though single readings can be large or run the other way; the % refers to the polarisation;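 further: polarization taken with two DNA probes labelled with fluorescein and Texas red; % of control where 0% means no effect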
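His-tagged ERG Ets domain (1 uM in the protein solution; 300mM KCl, 50mM Tris-HCl, 1mM EDTA, 1mM DTT, pH 7.5) received compound, then a probe mix of 5 nM fluorescein-DNA and 100nM Texas-615-DNA. Fluorescence polarization was read for both dyes.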
rTrxR1 inhibitor: blocks rat thioredoxin reductase 1; O89049; recombinant rTrxR1, NADPH fluorescence consumption, selenite substrate; Potency, µM (doses to about 114 µM), for the others: top-dose activity change, negative = inhibition, most hits filed as inhibitors; 1% of 390,000 active; AID 588453; further: on the % scale 0 is the no-effect control and ±100 the full control effect; nearly all actives have a fitted effect of over 65% in size
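Rat TrxR1 (90 nM in the dispensed reagent) was pre-reduced with 400 uM NADPH for 5 min at room temperature, then incubated with compound for 15 min. After 400 uM selenite was added, NADPH fluorescence (Ex 340/Em 450 nm) was followed for 8 min.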
JMJD2A Tudor inh: JMJD2A Tudor domain (human) inhibition | O75164 | AlphaScreen JMJD2A-Tudor / H3K4me3 peptide binding | Potency, µM (series often up to 114 µM), for inactives: at the highest dose activity change, negative = inhibition, most hits filed as inhibitors | 4.4% of 390,000 active; further: on the % scale 0 is the no-effect control and ±100 the full control effect; nearly all actives have a fitted effect of over 50% in size
ALOX12 inh: inhibitors of human 12S-lipoxygenase ALOX12; purified 12hLO, xylenol orange hydroperoxide absorbance; AID 1671190; Potency, µM (doses to about 108 µM), for the others: at the top dose activity change, negative = inhibition, usual class: inhibitors; P18054; 1.1% of 580,000 active; further: on the % scale 0 is the no-effect control and ±100 the full control effect
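Purified human 12hLO at 150 nM in 25 mM Hepes, 0.01% Triton X-100, pH 7.0, preincubated 15 min at room temperature with compound. Reaction started with 40 uM arachidonic acid, 30 min at room temperature. Hydroperoxide measured by Fe-xylenol orange, 573/405 nm absorbance ratio.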
GLS inhibitor: inhibitors of human glutaminase (GLS). GLS enzymatic activity, qHTS titration. Potency, µM (highest dose often 45.5 µM), for the others: at the top dose activity change, negative = inhibition, hits mostly inhibitors. 0.21% of 410,000 active; further: on the % scale 0 is the no-effect control and ±100 the full control effect
Target sequence (O94925 whole entry, looked up): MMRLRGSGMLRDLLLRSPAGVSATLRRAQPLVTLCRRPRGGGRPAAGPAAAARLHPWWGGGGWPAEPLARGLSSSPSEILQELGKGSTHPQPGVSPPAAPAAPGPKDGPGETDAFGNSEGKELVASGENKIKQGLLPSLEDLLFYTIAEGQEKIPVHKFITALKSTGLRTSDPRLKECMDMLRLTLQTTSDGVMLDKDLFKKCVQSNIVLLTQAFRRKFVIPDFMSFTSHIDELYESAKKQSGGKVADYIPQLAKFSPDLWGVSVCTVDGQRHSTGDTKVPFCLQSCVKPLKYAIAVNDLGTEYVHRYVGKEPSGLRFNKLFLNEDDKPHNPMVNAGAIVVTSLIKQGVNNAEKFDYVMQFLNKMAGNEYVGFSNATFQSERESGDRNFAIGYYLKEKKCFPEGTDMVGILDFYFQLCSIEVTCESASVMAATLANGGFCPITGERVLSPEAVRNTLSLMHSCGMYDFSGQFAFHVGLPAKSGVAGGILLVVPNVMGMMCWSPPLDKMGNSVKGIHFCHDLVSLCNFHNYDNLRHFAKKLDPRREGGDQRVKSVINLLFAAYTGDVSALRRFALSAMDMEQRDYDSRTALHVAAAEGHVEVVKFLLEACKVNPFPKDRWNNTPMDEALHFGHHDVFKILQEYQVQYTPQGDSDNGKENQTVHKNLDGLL
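Read-out is an Amplex red fluorescence increase coupled through glutamate oxidase and HRP, measured before and after 30 min room-temperature incubation. hKGA is in 45 mM KH2PO4 (pH 8.2) with 0.02% Tween-20; glutamine added as 1mM solution.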
Tb PGK inh: inhibitors of T. brucei phosphoglycerate kinase | PGK/GAPDH coupled, Kinase-Glo luminescence, 60 min | 0.043% of 380,000 active | AID 602233 | Potency, µM (series often up to 57.5 µM), without a hit: top-dose activity change, negative = inhibition, actives largely listed as inhibitors; further: on the % scale 0 is the no-effect control and ±100 the full control effect; nearly all actives have a fitted effect of over 60% in size
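Recombinant glycosomal PGK reaction used 1,3-bisphosphoglycerate generated in-well by GAPDH (100nM final) in 100mM TEA pH 7.6, 5mM MgCl2, 0.01% Tween-20. After 60 minutes at room temperature, ATP was read by Kinase-Glo Plus luminescence end-point.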
RGS4 inhibitor: blocks human RGS4-accelerated GTP hydrolysis; P49798; Transcreener GDP fluorescence polarization, RGS4-accelerated GTP hydrolysis; Potency, µM (top dose mostly 114 µM), without a hit: at the highest dose activity change, negative = inhibition, actives largely listed as inhibitors; 0.039% of 390,000 active; AID 504845; further: on the % scale 0 is the no-effect control and ±100 the full control effect; nearly all actives have a fitted effect of over 75% in size; some results filed as inactive show a strong effect at the top dose
Target sequence (P49798 whole entry, looked up): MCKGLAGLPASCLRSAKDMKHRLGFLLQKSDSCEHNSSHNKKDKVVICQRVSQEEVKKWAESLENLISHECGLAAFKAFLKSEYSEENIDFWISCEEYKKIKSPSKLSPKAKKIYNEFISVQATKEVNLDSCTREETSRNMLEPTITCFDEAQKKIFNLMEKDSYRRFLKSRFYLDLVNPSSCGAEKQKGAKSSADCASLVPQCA
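MLSMR compounds (23 nl, pin-transferred) preincubated 10 min at room temperature with a 500nM (2x) first reagent, then RGS4 at 900nM (2x) plus Transcreener GDP mix added; fluorescence polarization (620/688 nm) read before and after 90 min at 30 °C.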
An asterisk follows results filed as active; i = inactive; ? = inconclusive; / = not tested or not shown; & = joins results of further samples; [ ] = dose if it differs, or a comment. Unless noted, the call rests on the fitted dose curve; in most records, active means well fitted curve in the direction sought with a large enough effect; inconclusive means small, poorly fitted or top-dose-only effect, or another doubt; inactive means no such curve, though single readings can be large; an effect the other way counts as inactive or inconclusive. Potency means the concentration at half of the fitted maximal effect. Not all compounds are listed; count on the stated rates, not on these rows.

SMILES	Pin1 inh	HP1b chromo inh	ERG Ets-DNA blk	rTrxR1 inhibitor	JMJD2A Tudor inh	ALOX12 inh	GLS inhibitor	Tb PGK inh	RGS4 inhibitor
CCOC(=O)C1(C)NC(c2ccc(OC)cc2OC)C2C(=O)N(c3cccc(OC)c3)C(=O)C21 (centres undefined)	14%	40%[activator]	0%	-1%[57.1 µM]	-17%	0%	7%	i	-35%
Nc1nc(COC(=O)C2CC(=O)N(Cc3ccccc3Cl)C2)nc(Nc2ccccc2)n1 (centres undefined)	6%	21%	10%	8%	-23%	-5%	0%	5%	29%
CCCCNC(=O)C1COc2ccccc2O1 (centres undefined)	-15%	12%	/	6%	-13%	?	1%	-9%	23%
Cn1nnnc1Sc1ncnc2scc(-c3cccc(S(C)(=O)=O)c3)c12	9%&-4%	57%[activator]	/	?	3%&-1%	-5%	-7%	-7%	-15%
CCN(CC)c1nc2n(c(=O)n1)CCN2CC	-14%	23%	5%	-10%	-12%	0%	1%	-10%	-28%
Cc1cc(C(=O)CSc2ncccn2)c(C)n1-c1cccc(F)c1	-2%	-5%	2%	2%	-29%	-18%	4%	i	2%
CC(=O)N1CCN(c2ccc([N+](=O)[O-])c(-n3nc(C)cc3C)c2)CC1	1%	29%	-4%	-18%	-4%	?	3%	-6%	-20%
CCC(=O)Nc1cccc(NC(=S)NC(=O)c2ccc(C)cc2)c1	-3%	15%	4%	?	-10%	-20%	18%	-3%	-36%
O=C(CN1CC(=O)Oc2ccccc21)OCC(=O)c1cccc(Br)c1	-4%	59%[activator]	3%	-28%	40µM*	/	30%	-4%	-10%
Cc1ncn(-c2ccccc2)c1-c1ccccc1	0%	-5%	-14%	8%	?	16%	2%	i	11%
C[C@H](CO)N1C[C@H](C)[C@@H](CN(C)S(=O)(=O)c2ccccc2)Oc2c(NS(=O)(=O)c3ccc(F)cc3)cccc2C1=O	-8%	36%	-8%	10%[57.1 µM]	-18%	-9%	0%	-4%	10%
Cc1ccc(OCC(=O)NNC(=O)CSc2ncc(C#N)c(N)n2)cc1	19%	37%	0%	-12%	-13%	-16%	5%	i	-13%
C[C@H](NC(=O)CCCn1nnc2ccccc2c1=O)C(=O)O	-8%	32%	-1%	15%	-2%	1%	-12%	-13%	-6%
COc1ccc(CCN(C)C(=O)/C=C/c2c(Cl)nc3ccccn23)cc1OC	0%	17%	-6%	26%[57.1 µM]	0%	-16%	-4%	-7%	9%
Cc1ccc(-c2csc(NC(=O)C[n+]3cc(-c4ccccc4)n4c3CCC4)n2)cc1	2%	14%	1%	21%	?	68%	0%	-2%	-11%

The closing 2 records of the part above come first, to join the parts.
SMILES	Pin1 inh	HP1b chromo inh	ERG Ets-DNA blk	rTrxR1 inhibitor	JMJD2A Tudor inh	ALOX12 inh	GLS inhibitor	Tb PGK inh	RGS4 inhibitor
COc1ccc(CCN(C)C(=O)/C=C/c2c(Cl)nc3ccccn23)cc1OC	0%	17%	-6%	26%[57.1 µM]	0%	-16%	-4%	-7%	9%
Cc1ccc(-c2csc(NC(=O)C[n+]3cc(-c4ccccc4)n4c3CCC4)n2)cc1	2%	14%	1%	21%	?	68%	0%	-2%	-11%
O=C(NCc1ccc2c(c1)OCO2)C1CC(=O)N(c2ccc(Cl)cc2)C1 (centres undefined)	0%	-23%	0%	5%	-27%	-8%	-14%	-7%	-16%
CCOc1ccc(NC(=O)N(CCN2CCOCC2)Cc2ccc3c(c2)CCCN3CC)cc1	-5%	?	-5%	-10%	56µM*	?	44%[activator]	-5%	11%
COCCn1nnnc1C(c1cccs1)N1CCN(c2ccccc2)CC1 (centres undefined)	-4%	38%	/	20%	-26%	1%	62%[activator]	-5%	-16%
Cc1ccc(S(=O)(=O)N2CCN(C(=O)[C@H](Cc3ccccc3)NC(=O)c3ccco3)CC2)cc1	1%	23%	-6%	7%	-1%	169%[activator]	0%	0%	-6%
CCn1c(SCC(=O)NC2CCCC2)nnc1-c1ccncc1	0%	0%	12%	11%	-12%	-3%	-1%	-9%	6%
COc1cc(NC(=O)Cn2nnnc2-c2ccccc2F)cc(OC)c1OC	5%	49%[activator]	3%	13%	-10%	0%	4%	11%	-14%
CCOc1ccc(-c2c(C(=O)N/N=C/c3sccc3C)nnn2-c2nonc2N)cc1	15%	52%[activator]	14%	32%	?	35%[activator]	-9%	-8%	-14%[56.9 µM]
CCOc1ccc(CCNC(=O)C(CC)n2nc(C)c3c(C)n(-c4ccccc4)nc3c2=O)cc1 (centres undefined)	0%	43%[activator]	-5%	24%	-4%	-29%	-6%	4%	13%
Oc1ccc(Cl)cc1C=NN1CCCCCC1	1%	-18%	5%	16%[57.1 µM]	56µM*	-24%	?	-4%	30%
CC(=O)Nc1ccc(S(=O)(=O)N2c3ccccc3C(C)=CC2(C)C)cc1	-1%	42%[activator]	3%	1%	-17%	-14%	-10%	i	-15%
CCc1ccc(NC(=O)CSc2nc3c(sc4ccccc43)c(=O)n2CCCOC)cc1	-5%	13%	-7%	22%[57.1 µM]	-5%	0%	0%	-6%	24%
Cc1cc2[nH]c3ccccc3c2c(C)n1	7%	11%	-8%	-15%	-16%	-21%	6%	-1%	4%
O=c1cc(N=Nc2ccc(Cl)cc2)[nH]c(=O)[nH]1	2%	23%	4%	?	-7%	-10%	13%	2%	-14%
CS(=O)(=O)Nc1ccc2[nH]c(=O)[nH]c2c1	-5%	46%[activator]	-3%	-1%[57.1 µM]	-1%	/	26%	-10%	15%
COc1cc(C2C(C#N)=C(N)Oc3c2ccc2ccccc32)ccc1OCC(=O)Nc1ccccc1C (centres undefined)	26%	?	-2%	?	-10%	-2%	-14%	-4%	-5%

Compound profiles, as listed above.
Cc1cc2[nH]c3ccccc3c2c(C)n1 reads Pin1 inh = 7%; HP1b chromo inh = 11%; ERG Ets-DNA blk = -8%; rTrxR1 inhibitor = -15%; JMJD2A Tudor inh = -16%; ALOX12 inh = -21%; GLS inhibitor = 6%; Tb PGK inh = -1%; RGS4 inhibitor = 4%
Oc1ccc(Cl)cc1C=NN1CCCCCC1 reads Pin1 inh = 1%; HP1b chromo inh = -18%; ERG Ets-DNA blk = 5%; rTrxR1 inhibitor = 16%[57.1 µM]; JMJD2A Tudor inh = 56µM*; ALOX12 inh = -24%; GLS inhibitor = ?; Tb PGK inh = -4%; RGS4 inhibitor = 30%
CCOc1ccc(NC(=O)N(CCN2CCOCC2)Cc2ccc3c(c2)CCCN3CC)cc1 reads Pin1 inh = -5%; HP1b chromo inh = ?; ERG Ets-DNA blk = -5%; rTrxR1 inhibitor = -10%; JMJD2A Tudor inh = 56µM*; ALOX12 inh = ?; GLS inhibitor = 44%[activator]; Tb PGK inh = -5%; RGS4 inhibitor = 11%

Other records
SMILES	Pin1 inh	HP1b chromo inh	ERG Ets-DNA blk	rTrxR1 inhibitor	JMJD2A Tudor inh	ALOX12 inh	GLS inhibitor	Tb PGK inh	RGS4 inhibitor
O=C(/C=C/c1cn(-c2ccccc2)nc1-c1ccccc1)Nc1ccc(C(=O)O)cc1	/	-25%	8%	14%	-31%	-9%	4%	-1%	-18%
Cn1c(=O)[nH]c(=O)c2c1nc(CN1CCOCC1)n2CCCO	-1%	28%	3%	6%	-4%	-11%	-6%	0%	-26%
CC(=O)Nc1c(C)nn(C(C)=O)c1C	4%	35%	2%	-1%	-1%[57.1 µM]	28%	5%	-5%	-8%
O=C(Nc1ccc(CN2CCOCC2)cc1)c1ccc(Cl)cc1Cl	3%	47%[activator]	9%	11%	-3%	-1%	-1%	2%	31%
COc1ccc(CNS(=O)(=O)NCc2ccc(C)cc2)cc1OC	-6%	27%	17%	14%	-12%	-2%	-1%	-5%	12%
COc1cccc(CN2CCN(C(=O)c3cc(-c4cccnc4)nc4ccc(C)cc34)CC2)c1	5%	8%	-5%	12%[57.1 µM]	-21%	0%	-17%	-6%	-10%
Cn1nc(C(F)(F)F)c(C#N)c1N1CCN(c2cccc(C(F)(F)F)c2)CC1	-6%	49%	-17%	-7%	-5%	i	-24%	-3%	-12%
Nc1nc(=O)c2ccccc2s1	-4%	37%	/	24%[57.1 µM]	?	?	-4%	-1%	?
Cc1ncoc1C(=O)N1CCCC(CCC(=O)NCc2ccc(F)c(F)c2)C1 (centres undefined)	-1%	27%	-1%	6%[57.1 µM]	3%	-2%	-12%	-2%	1%
COc1ccc(-c2cc([C@H]3[C@@H]4C=CCC[C@@]4(C)C(=O)N3Cc3ccccc3)ccc2F)cc1	?	20%	-5%	17%	-19%	-6%	1%	6%	12%
CCCCCn1c(=N)c(S(=O)(=O)c2ccc(C)cc2)cc2c(=O)n3cc(C)ccc3nc21	11%	41%[activator]	5%	19%	19%	-4%	2%	-4%	-4%
COc1ccccc1NC(=O)Cn1nnc(C(=O)NCCc2ccccc2)c1N	66%[activator]	12%	-3%	11%[57.1 µM]	-19%	-10%	-1%	-6%	10%

Assay outcomes as filed in PubChem BioAssay.
